PMK inhibit: inhibitors of Streptococcus pneumoniae phosphomevalonate kinase | actives 0.49% (n = 65,000) | inhibition, % at 10 µM | purified PMK, PK/LDH-coupled NADH absorbance 340 nm | AID 539;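 active = top-ranked compounds by inhibition in the single 10 µM screen, taking a fixed number of the strongest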;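 note: 0% = full reaction with DMSO carrier and 100% = background rate without enzyme reaction; no value below 0 was filed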
LYP phosphatase: LYP phosphatase inhibitors, primary screen, biochemical, DiFMUP fluorescence, recombinant catalytic domain, 10 µM (AID 606); recombinant LYP catalytic domain, DiFMUP fluorescence; higher % means a stronger effect; one-dose inhibition, % at 10 µM; IC50 in µM for titrated hits; 52,000 tested, under 10 active;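 active = IC50 under 40 µM in the dose-response test; inactive = IC50 of 40 µM or more, or never dose-tested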
Alkaline phosphatase: human TNAP enzyme inhibitors, biochemical, luminescent (AID 518) | purified TNAP enzyme, luminescent substrate readout; higher % means a stronger effect | inhibition, % at 20 µM; hits with a dose series show IC50 in µM | actives 0.09% (n = 64,000); in the data active = a potency from the dose series; inactive = the rest, 99 in 100 with inhibition below about 22%;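 note: plate controls were vehicle for no effect and reference inhibitor for full effect; many of its hits are not listed in these tables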
HPDE-C7 cytotoxicity: cytotoxicity in HPDE-C7 cells, cell-based, fluorescence, HTS (AID 430); actives 1.8% (n = 63,000); cytotoxicity, % at 10 µM; hits with a dose series show EC50 in µM; HPDE-C7 pancreatic duct cells viability, fluorescence; higher % means a stronger effect;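 note: cells exposed to compound for 48 hours before viability readout; 0% = vehicle and 100% = reference cytotoxic drug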
Spn MK inh: blocks S. pneumoniae mevalonate kinase; purified MK, PK/LDH-coupled NADH absorbance 340 nm; actives 0.48% (n = 65,000); inhibition, % at 10 µM; AID 555;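 active = ranked among the strongest by inhibition in the single 10 µM screen, a fixed top-ranked set picked for dose follow-up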; note: no value below 0 was filed
Bfl-1 displacement: displacement of Bid BH3 peptide from Bfl-1 – biochemical, fluorescence polarization, FITC-Bid, mouse, primary screen (AID 432); displacement, % at 20 µM; hits with a dose series show IC50 in µM; FITC-Bid BH3 peptide fluorescence polarization displacement; higher % means a stronger effect; actives 0.02% (n = 64,000); in the data active = a potency from the dose series; inactive = the rest, 99 in 100 with displacement below about 15%; note: strong numbers were not always called active
Spn DPM-DC inh: blocks S. pneumoniae diphosphomevalonate decarboxylase; calls only at 10 µM; purified DPM-DC, PK/LDH coupled NADH fluorescence; AID 556; actives 0.49% (n = 65,000);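 active = the 320 compounds with the highest percent inhibition in the single-dose primary screen, excluding strongly autofluorescent ones, cut at about 32% in these data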;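 note: kinetic rate of NADH fluorescence loss reporting ADP formed by the decarboxylase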
KRASV12 cytotoxicity: cytotoxicity in KRAS-transformed pancreatic duct cells, primary screen, cell-based, fluorescence, HTS (AID 431). HPDE-C7K KRASV12 cells, Alamar Blue viability, 48 h; higher % means a stronger effect. actives 1.7% (n = 63,000). cytotoxicity, % at 10 µM, or EC50 in µM where a hit was titrated;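 active = compounds whose percent cytotoxicity in the single-dose primary screen, scaled between solvent and toxic-drug controls, exceeds 50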;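 note: 0% = DMSO solvent wells and 100% = doxorubicin-treated wells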
HT1080 cytotoxicity: cytotoxicity in HT1080 fibrosarcoma cells, cell-based, fluorescence readout (AID 620); HT1080 viability, fluorescence; higher % means a stronger effect; cytotoxicity, % at 10 µM, or EC50 in µM where a hit was titrated; actives 0.42% (n = 87,000);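 note: cells exposed to compound overnight then 4 h with Alamar Blue; 0% = vehicle DMSO and 100% = killing control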
PMK inhibit pilot replicates: also measured in PMK inhibit; calls as there; inhibition, %; measured here: pilot screen replicates
Spn MK inh pilot replicates: recorded beside Spn MK inh, whose call it bears; inhibition, %; measured here: pilot screen replicates
Spn DPM-DC inh pilot screen %: further read-out of Spn DPM-DC inh, marked with its call; inhibition, %; measured here: pilot screen trials
* marks the source's active call; other numbers are inactive results; i = inactive; · = no result given. Cut-off read from the data, not from the text of the source, unless noted: active = cytotoxicity above about 50%; inactive = the rest.

SMILES | PMK inhibit | LYP phosphatase | Alkaline phosphatase | HPDE-C7 cytotoxicity | Spn MK inh | Bfl-1 displacement | Spn DPM-DC inh | KRASV12 cytotoxicity | HT1080 cytotoxicity | others
CCOC(=O)N1CCN(C(=O)c2ccccc2Oc2ccccc2)CC1 | 12.0 | 4.4% | 4.7% | · | 14.0 | 3.1% | i | · | 3.5%
O=C(CCn1c(=O)sc2ccccc21)NCCC1=CCCCC1 | 17.0 | 7.1% | · | · | 0.0 | · | i | · | 28.2%
CCOc1ccc(-c2nc(C#N)c(NCC(C)C)o2)cc1 | 9.0 | 2.7% | 15.1% | 2.7% | 0.0 | -6.0% | · | 13.2% | -2.3%
CNc1nc(NC)nc(-n2c(C(F)(F)F)nc3ccccc32)n1 | 0.0 | 11.4% | 1.5% | -1.4% | 1.0 | -2.0% | i | -7.2% | -0.1%
CNC(=O)c1ccc2snnc2c1 | 0.0 | 8.7% | 10.3% | 4.5% | 5.0 | -4.9% | i | 0.1% | 5.6%
CCc1c(C)nc2[nH]nc(NC(=O)C(F)(F)F)n2c1=O | 5.0 | -9.4% | 5.3% | -22.2% | 9.0 | -4.6% | i | -25.1% | 2.2%
CC(=O)Oc1cc(C(C)C)c(OCCN(C)C)cc1C | 3.0 | 11.5% | 4.8% | -14.3% | 4.0 | -9.5% | i | -1.5% | -5.2% | PMK inhibit pilot replicates=6.0;Spn MK inh pilot replicates=2.0;Spn DPM-DC inh pilot screen %=2.0
COc1ccc(C2c3c(oc4c(C)cc(C)cc4c3=O)C(=O)N2Cc2cccnc2)cc1OC (stereo not drawn) | 11.0 | · | 13.5% | 43.3% | 13.0 | -2.4% | i | 36.4% | -9.1%
CCn1c(=S)sc2nc(C)sc21 | 14.0 | -0.1% | 7.6% | -25.7% | 6.0 | -5.1% | i | -19.6% | 19.3% | PMK inhibit pilot replicates=1.0;Spn MK inh pilot replicates=0.0;Spn DPM-DC inh pilot screen %=3.5
Cc1ccc(CCNC(=O)C2CCN(c3nn4c(=O)cc(C)nc4s3)CC2)cc1 | 18.0 | 5.8% | 11.5% | -14.9% | 0.0 | -9.1% | i | -9.7% | 0.5%
COC(=O)c1nnn(-c2nonc2N)c1-c1cccs1 | 0.0 | 0.7% | 5.7% | -0.2% | 0.0 | -11.8% | i | 9.7% | -2.7%
CCn1c(=O)c2cc(S(=O)(=O)NCCOc3ccccc3)ccc2n(CC)c1=O | 7.0 | -4.3% | 11.7% | -5.8% | 5.0 | -7.9% | i | -5.3% | -4.6%
O=C(Cn1nc(C(F)(F)F)c2c1CCC2)NCc1ccc(F)cc1 | 5.0 | · | 5.8% | -35.5% | 0.0 | -0.3% | i | -21.1% | -11.0%
CCc1ccc(S(=O)(=O)NCCc2cn3ccsc3n2)s1 | 7.0 | 8.8% | -5.7% | -7.1% | 4.0 | 10.7% | i | 9.9% | ·
CCN1C(=O)c2cccc3c(S(=O)(=O)Nc4ccc(OC)cc4OC)ccc1c23 | 6.0 | · | 15.0% | 17.5% | 7.0 | -9.2% | i | 19.3% | -3.1%
Cc1cc(NC(=O)CSc2nc3ccsc3c(=O)n2Cc2ccccn2)n[nH]1 | 2.0 | 2.7% | -3.3% | 4.5% | 8.0 | 0.8% | i | 10.0% | 0.4%
CCCOC(=O)c1[nH]c2c(c1C)C(=O)CC(c1ccc(OC)c(OC)c1)C2 (stereo not drawn) | 17.0 | 0.5% | 5.1% | -5.7% | 1.0 | -3.8% | i | -0.9% | 7.2% | PMK inhibit pilot replicates=1.0;Spn MK inh pilot replicates=0.0;Spn DPM-DC inh pilot screen %=0.0
O=C(c1ccc(F)cc1)N(Cc1ccccc1)C1CCS(=O)(=O)C1 (stereo not drawn) | 10.0 | 13.0% | 10.3% | -0.5% | 9.0 | -11.1% | i | -7.8% | -16.2%
Cc1cc(C)cc(Oc2ccc(N)cc2)c1 | 4.0 | -8.8% | 16.6% | 4.4% | 12.0 | 1.7% | i | 6.4% | 3.0%
O=C(NCc1ccc2c(c1)OCO2)c1cccnc1 | 7.0 | · | 14.0% | -5.6% | 2.0 | -4.8% | i | -4.4% | -1.7%
COc1cccc(C(=O)CN2CCN(S(=O)(=O)c3ccc(Br)cc3)CC2)c1 | 1.0 | · | 5.7% | -11.0% | 11.0 | 1.5% | i | -3.8% | ·
COc1ccc(-c2noc(CCC(=O)NCCN(C)Cc3ccccc3)n2)cc1 | 5.0 | 6.5% | -6.9% | -11.2% | 7.0 | -15.2% | i | -7.0% | ·
O=C(NC1CCCC1)C1CCN(S(=O)(=O)c2cccc3cccnc23)CC1 | 4.0 | 9.4% | 8.3% | -9.3% | 6.0 | -8.4% | i | -5.9% | -9.8%
CCCS(=O)(=O)N1CCN(Cc2ccco2)CC1 | 8.0 | 2.4% | 8.3% | -16.2% | 34.0 | -6.0% | i | -12.6% | 6.7%
O=C(O)c1ccccc1NS(=O)(=O)c1cccc2cccnc12 | 1.0 | 3.4% | 11.2% | 21.6% | 7.0 | -12.1% | i | 19.8% | 4.9%

As a short view, part of the list above.
SMILES | PMK inhibit | LYP phosphatase | Alkaline phosphatase | HPDE-C7 cytotoxicity | Spn MK inh | Bfl-1 displacement | Spn DPM-DC inh | KRASV12 cytotoxicity | HT1080 cytotoxicity | others
COC(=O)c1nnn(-c2nonc2N)c1-c1cccs1 | 0.0 | 0.7% | 5.7% | -0.2% | 0.0 | -11.8% | i | 9.7% | -2.7%
CCn1c(=O)c2cc(S(=O)(=O)NCCOc3ccccc3)ccc2n(CC)c1=O | 7.0 | -4.3% | 11.7% | -5.8% | 5.0 | -7.9% | i | -5.3% | -4.6%
O=C(Cn1nc(C(F)(F)F)c2c1CCC2)NCc1ccc(F)cc1 | 5.0 | · | 5.8% | -35.5% | 0.0 | -0.3% | i | -21.1% | -11.0%
CCc1ccc(S(=O)(=O)NCCc2cn3ccsc3n2)s1 | 7.0 | 8.8% | -5.7% | -7.1% | 4.0 | 10.7% | i | 9.9% | ·
CCN1C(=O)c2cccc3c(S(=O)(=O)Nc4ccc(OC)cc4OC)ccc1c23 | 6.0 | · | 15.0% | 17.5% | 7.0 | -9.2% | i | 19.3% | -3.1%

Other structures follow.
SMILES | PMK inhibit | LYP phosphatase | Alkaline phosphatase | HPDE-C7 cytotoxicity | Spn MK inh | Bfl-1 displacement | Spn DPM-DC inh | KRASV12 cytotoxicity | HT1080 cytotoxicity | others
O=C(NCc1cccnc1)c1cc(-c2cccs2)on1 | 9.0 | 12.6% | 7.9% | -0.1% | 4.0 | -2.9% | i | 2.3% | -3.2%
CN(C)c1ccc(N/C=C/C(=O)c2ccccc2)cc1 | 3.0 | 6.2% | 18.1% | 21.9% | 15.0 | 2.3% | i | 33.3% | -3.4%
Cc1ccc(-c2cc(C(=O)OCC(=O)Nc3cc(C)on3)c3ccccc3n2)c(C)c1 | 13.0 | · | -13.1% | -6.7% | 8.0 | 7.9% | i | -2.5% | -10.8%
Cc1c(NC(=O)CN2C(=O)c3cccc4cccc2c34)c(=O)n(-c2ccccc2)n1C | 0.0 | · | · | · | 10.0 | · | i | · | -5.9%
c1ccc2c(c1)CCCn1nnnc1-2 | 16.0 | 6.8% | 6.5% | 4.6% | 0.0 | 3.1% | i | -0.2% | 3.8%
Cc1cc(NC(=O)CSc2nnc(CNc3cccc(C(F)(F)F)c3)n2Cc2ccco2)no1 | 0.0 | -1.1% | -2.7% | -18.0% | 2.0 | -2.1% | i | -19.4% | -3.5%
O=C1CN(/N=C/c2ccc([N+](=O)[O-])o2)C(=O)N1 | 0.0 | 13.7% | · | · | 0.0 | · | i | · | 4.9%
COc1cccc(C(=O)Oc2cc(N)n(S(=O)(=O)c3ccc(C)cc3)n2)c1OC | 11.0 | · | 12.3% | 4.7% | 0.0 | -5.2% | i | 3.1% | 1.2%
O=C(c1nc2ccccc2s1)N1CCSCC1 | 16.0 | 3.3% | 14.0% | -0.2% | 3.0 | -11.3% | i | -3.3% | 4.4%
O=C(NC1CCN(C(=O)Nc2cccc(F)c2)CC1)C1CCCCC1 | 17.0 | · | 4.1% | 3.6% | 0.0 | -5.7% | i | 8.9% | -1.8%
Cc1ccc(S(=O)(=O)N2CCN(C(=O)COc3ccc(-c4nnco4)cc3)CC2)cc1 | 10.0 | · | 4.6% | -3.0% | 5.0 | 4.5% | i | -11.7% | 0.2%
COc1cccc(-n2c(Cc3cc(=O)[nH]c(=O)[nH]3)nnc2SCC(=O)NC2CCCC2)c1 | 7.0 | -9.8% | 11.7% | -0.6% | 1.0 | 4.3% | i | 9.1% | 6.9%
Cn1cc(S(=O)(=O)CC(=O)N2CCc3ccccc32)c2ccccc21 | 14.0 | 0.0% | 7.1% | 20.5% | 1.0 | 2.9% | i | 26.9% | 40.7%
O=C(O)c1ccc(CN2C(=O)c3ccccc3S2(=O)=O)cc1 | 2.0 | 9.1% | 3.6% | 2.7% | 6.0 | 2.1% | i | 10.3% | -8.0%
COC(=O)Nc1sc2c(c1C(=O)N1CCOCC1)CCC(C)C2 (stereo not drawn) | 9.0 | 4.6% | 11.7% | -3.8% | 8.0 | -6.0% | i | 0.8% | -2.6% | PMK inhibit pilot replicates=6.0;Spn MK inh pilot replicates=0.0;Spn DPM-DC inh pilot screen %=3.5
CC(C)CN(C(=O)COC(=O)Cc1c[nH]c2ccccc12)C1CCS(=O)(=O)C1 (stereo not drawn) | 13.0 | 4.0% | 6.8% | · | 0.0 | -10.1% | i | · | 1.5%
Cc1cc(-n2c(C)cc(C(=O)COC(=O)CN=C3NS(=O)(=O)c4ccccc43)c2C)no1 | 19.0 | · | 1.2% | -5.4% | 5.0 | 3.1% | i | -0.4% | -4.2%
CC(NC(=O)C(CC(=O)OC(C)(C)C)NC(=O)OC(C)(C)C)C(N)=O (stereo not drawn) | 13.0 | · | 6.3% | -0.3% | 8.0 | -0.7% | i | -4.4% | 0.1%
CS(=O)(=O)N(CC(=O)N1CCN(c2ccccc2)CC1)c1cccc(Br)c1 | 0.0 | 5.4% | 9.6% | -3.7% | 10.0 | -1.8% | i | -6.6% | 4.4%
Fc1cccc(F)c1CN1CCN(c2ncccn2)CC1 | 0.0 | · | 3.9% | 0.3% | 0.0 | -3.3% | i | -1.5% | -2.7%
COc1ccc(Cl)cc1NC(=O)CN1CCC(n2nnc3cc(F)ccc32)CC1 | 11.0 | 1.1% | 5.3% | 11.7% | 9.0 | -1.4% | i | 5.7% | -11.1%
COc1ccc(S(=O)(=O)n2nc(OC(=O)c3ccccc3)cc2N)cc1 | 8.0 | 6.3% | 13.2% | 1.9% | 0.0 | -2.1% | i | 0.0% | 0.0%
CC(=O)Nc1ccc(NC(=O)c2cccc(C(=O)OC(C)C)n2)cc1 | 13.0 | · | 3.6% | -2.2% | 9.0 | -7.0% | i | 8.3% | -0.7%
CN(Cc1ccc(O)cc1)C1CCCCC1 | 0.0 | · | 1.7% | -15.8% | 4.0 | -6.5% | i | -5.5% | -7.9%
Nc1nnc(N2CCCCCC2)s1 | 11.0 | 4.8% | 8.0% | -9.3% | 0.0 | 5.6% | i | -2.7% | -0.2%

Screening data (PubChem BioAssay)
